# ARNT-TACC3 inh: disruptors of ARNT/TACC3 protein interaction, primary screen, biochemical, AlphaScreen, single concentration; Transforming acidic coiled-coil-containing protein 3 (Homo sapiens), Q9Y6A5; AlphaScreen His-ARNT PAS-B/GST-TACC3 binding, luminescence; TACC3 fragment carries E629A point mutation; inhibition, % at 9.99 µM; hit rate 0.66% among 390,000; AID 623870, 2012;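 active = mean inhibition of replicates at least 50% and at least half of replicates each reaching 50%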;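 note: 0% = complete ARNT plus TACC3 wells and 100% = ARNT alone without TACC3; many hits fall short of the cut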
# PglD inh: C. jejuni PglD acetyltransferase inhibitors, primary screen, biochemical, DTNB colorimetric, single point | UDP-N-acetylbacillosamine N-acetyltransferase PglD (Campylobacter jejuni) | AID 602405, 2012 | hit rate 0.098% among 360,000 | inhibition, % at 12.5 µM | purified PglD enzyme, DTNB colorimetric CoA detection; in the data active = inhibition above about 16%, passing the limit was not always enough; note: strong numbers were not always called active
# INS-1E GSIS act: GLuc luminescence reporter in INS-1E cells, primary screen for activators of glucose-dependent secretion of insulin; hit rate 0.61% among 370,000; INS-1E GLuc reporter insulin secretion, 2-3 h; activation, % at 16.6 µM;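 active = lowest replicate activation of at least 40%, so every replicate reaches that level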;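 note: 0% = median of neutral control wells and 100% = median of IBMX positive control wells; some compounds called inactive have numbers as strong as hits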
# LGR2 antag: inhibitors of bursicon-induced LGR2 CRE-luciferase signal, primary screen, cell-based, HEK293, CRE-luciferase reporter, bursicon stimulation; hit rate 0.35% among 380,000; bursicon-stimulated, 4 h; inhibition, % at 9.99 µM;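 active = drop in luminescence signal, shown as inhibition above about 50% in the replicate tests, limit read from the data, passing the limit was not always enough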;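 note: agonist challenge used bursicon conditioned medium at about half maximal strength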
# PGC1a acetyl inh: inhibitors of PGC1a acetylation signal, primary screen, cell-based, U2OS, AlphaScreen, inhibitor mode | AlphaScreen anti-acetyl-lysine; with virally co-expressed GCN5 acetyltransferase | inhibition, % at 15.6 µM | hit rate 0.17% among 350,000;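 active = every replicate shows inhibition of at least 40%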;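 note: 0% = neutral control wells and 100% = positive control wells; some results beyond the cut were filed as inactive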
# PAX8 reporter: inhibitors of PAX8-driven TPO luciferase reporter, primary screen, RMG-I cells, single concentration; SteadyGlo, 24 h; inhibition, % at 12.6 µM; hit rate 1.2% among 360,000;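 active = mean replicate inhibition at least 60% with every replicate also reaching 60%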;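 note: luciferase light reporting Pax8 driven TPO promoter activity; plate controls were median of neutral control wells for no effect and mitoxantrone controls for full effect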
# C2C12 statin: suppressors of statin myotoxicity in C2C12 myotubes, primary screen, cell-based, single point, plate reader; C2C12 myotubes + simvastatin, ATP luminescence, 48 h; scaled: DMSO 0, geranylgeraniol control 100; rescue of ATP level, % at 7.49 µM; hit rate 0.78% among 330,000; AID 602340, 2012;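 active = mean ATP rescue above about 67%, or every replicate alone reaching that limit, limit read from the data, passing the limit was not always enough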;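 note: myotubes were challenged with 10 µM simvastatin during compound exposure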
# Cneo AK release: Cryptococcus neoformans cell lysis inducers, primary screen, AK release luminescence, single concentration; hit rate 0.2% among 360,000; C. neoformans lysis, adenylate kinase release luminescence, 4 h; normalised: neutral wells 0, clomiphene wells 100; lysis activity, % at 15 µM;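 active = mean lysis activity across replicates of at least 80%, whatever share of replicates individually reach that level; inactive = mean lysis activity below 80%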
#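 Signal: Adenylate kinase release luminescence | Assay system: Log-phase Cryptococcus neoformans yeast cells | Input: Cells at 5 × 10^6 per mL | Buffer or medium: Fresh YPD growth medium | Compound: Single dose | Schedule: Static 4 h at 37 °C with compound, 1 h detection | Controls: Clomiphene | Read-out: Luminescence rise reflecting yeast cell lysis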
# Numbers without * were called inactive; / = not tested or not shown.
SMILES,ARNT-TACC3 inh,PglD inh,INS-1E GSIS act,LGR2 antag,PGC1a acetyl inh,PAX8 reporter,C2C12 statin,Cneo AK release
O=c1[nH]c(SCc2ccc(Cl)cc2)nc2[nH]ncc12,-2,/,-5,-23,/,-5,/,/
COc1ccccc1N1CCN(C(=O)CCc2nnc3ccc(N4CCOCC4)nn23)CC1,-2,0,2,9,-2,6,1,2
COCCN(C(=O)c1cccc(N2C(=O)CCC2=O)c1)c1nc(-c2ccc([N+](=O)[O-])cc2)cs1,7,-1,4,9,/,-13,-18,-2
CO[C@@H]1CC[C@@H]2CCN(C)C(=O)CCCN(C)C(=O)c3cccc(C#N)c3OC[C@H]1O2,-1,2,-1,-4,/,2,-1,-2
CN(CC(=O)Nc1ccccc1Cl)C(=O)COC(=O)c1ccc(C(F)(F)F)cc1,26,4,-37,2,0,-6,0,-1
CO[C@H](CN(C)Cc1cc(F)ccc1F)[C@@H](C)CN([C@@H](C)CO)S(=O)(=O)c1ccc(F)cc1,7,2,-1,3,-25,20,-7,91*
OCCN1CCN(C2CCC(c3ccc(F)cc3)c3ccc(F)cc32)CC1 (stereo not drawn),1,-4,/,/,-3,19,/,4
CCOc1ccc(CNC(=O)C2CCCN(c3nnc(C)c4c(C)n(-c5ccccc5)nc34)C2)cc1 (stereo not drawn),-3,-1,2,8,-2,47,4,0
COc1ccccc1C1=NNC(=Nc2cccc(S(=O)(=O)N(C)C)c2)SC1,-4,-1,6,8,1,84*,-77,-1
CCOCCCNC(=O)C(c1ccc(OC)cc1)N(Cc1cccs1)C(=O)c1ccccc1O (stereo not drawn),-3,/,-2,-3,-5,3,/,/
COc1ccc(CC(=O)N2CCN(S(=O)(=O)c3ccc(Cl)s3)CC2)cc1,/,6,2,-2,3,12,7,-3
O=c1cc(N2CCN(c3ccc(F)cc3)CC2)[nH]c(=O)n1C1CCCCC1,-1,10,/,/,-24,/,-43,0
COc1ccc(NC(=O)COC(=O)C2CC(=O)N(c3ccc(C)cc3)C2)cc1 (stereo not drawn),1,4,-4,14,/,-9,8,0
CCOc1ccc(C)cc1S(=O)(=O)n1ccc(C)n1,0,1,19,0,3,/,14,7
CO[C@@H]1CN(C)C(=O)c2ccc(NC(=O)Nc3ccccc3F)cc2OC[C@H](C)NC[C@@H]1C,-8,-4,-7,26,-5,/,-3,-4
O=C(CN1C(=O)NC2(CCCCC2)C1=O)Nc1cccc(S(=O)(=O)N2CCOCC2)c1,-3,1,-10,-17,-15,4,32,20
COc1ccc(-c2nc(CS(=O)CC(=O)NC3CCCCCC3)c(C)o2)cc1 (stereo not drawn),-5,/,-18,3,/,5,/,/
CC1=C(C(=O)N2CCOCC2)CC(CC(=O)NCCCCc2ccccc2)C(=O)N1Cc1ccc(F)cc1 (stereo not drawn),/,-3,-19,4,-10,9,3,0
CN1[C@@H]2c3ccc(-c4ccccc4)c(=O)n3C[C@H]1[C@H](CO)[C@H]2C(=O)NCC1CCCCC1,6,-1,11,-13,/,/,0,-1
CCCCNC(=O)n1c(SC)nc2ccccc21,-4,-1,/,/,3,15,/,2
COC(=O)c1cc(S(=O)(=O)NCC2CCN(Cc3cc(C)ccc3C)CC2)c[nH]1,-1,6,55*,-2,4,-15,35,-8
CCCN(CCC)C(=O)Cc1ccc(F)cc1,-1,/,-5,-4,/,5,/,/
COc1ccc(NC(=O)N[C@H]2CC[C@@H](CCn3cc(-c4ccc(OC)cc4)nn3)O[C@@H]2CO)cc1,-5,0,-7,-10,-7,3,0,-4
CC(=O)Nc1ccc(S(=O)(=O)NCC2CC3CCC2C3)cc1 (stereo not drawn),-3,-3,-9,-6,-10,19,-9,-1
C[C@@H]1CCCCO[C@@H](CN(C)C(=O)CCC(F)(F)F)[C@@H](C)CN([C@H](C)CO)C(=O)c2cc(NC(=O)CCCCCC(=O)Nc3ccccc3N)ccc2O1,-5,-1,2,10,13,1,/,-13

# (next part)
SMILES,ARNT-TACC3 inh,PglD inh,INS-1E GSIS act,LGR2 antag,PGC1a acetyl inh,PAX8 reporter,C2C12 statin,Cneo AK release
O=C1c2ccccc2C(=O)N1COc1ccc(S(=O)(=O)N2CCOCC2)cc1[N+](=O)[O-],/,3,23,27,/,3,6,0
CC(C)c1ccc(/C=N/N2CCCCC2)cc1,0,/,-44,-87,/,-52,/,/
CC(C)(C)C(=O)CNCC(=O)C(C)(C)C,-13,/,0,3,10,-9,/,/
Cc1ccc(C(=O)OCn2ncc(Cl)c(Cl)c2=O)cc1,-6,2,/,/,/,/,-8,-3
CCN(CC)C(=O)C(=O)c1cc(C)n(-c2ccc(F)cc2)c1C,1,/,18,6,/,2,/,/
COc1ccc(C2CC(c3cccc(OC)c3OC)n3nnnc3N2)cc1 (stereo not drawn),1,-11,/,/,13,-1,0,-1
Cc1ccc(S(=O)(=O)N(CC(=O)N2CCC(C(N)=O)CC2)Cc2ccc(F)cc2)cc1,0,0,/,/,-9,/,-17,0
C[C@@H]1CN([C@@H](C)CO)C(=O)Cc2cc(NC(=O)Cc3ccccc3)ccc2O[C@@H]1CN(C)Cc1ccc(-c2ccccc2)cc1,2,2,-17,-20,-7,51,-1,-2
O=C1N[C@@H](c2ccccc2)COCn2nncc2CC[C@@H]1Cc1ccccc1,/,/,1,11,/,-3,/,1
CCCCn1c(N)c(N(CC(C)C)C(=O)Cc2ccc(S(=O)(=O)N3CCOCC3)s2)c(=O)[nH]c1=O,0,6,10,-11,5,-2,-10,3
C[C@@H]1CN([C@H](C)CO)C(=O)c2cccc(NS(=O)(=O)c3cccs3)c2O[C@@H]1CN(C)C(=O)NC1CCCCC1,-5,0,0,-11,-13,/,-1,-3
Cc1ccc(-c2oc3ncnc(N)c3c2-c2ccc(C)cc2)cc1,-1,-3,23,11,-1,/,-143,1
CCOC(=O)N1CCc2c(sc3ncn(C)c(=O)c23)C1,6,/,28,-8,/,8,/,/
O=C(C[C@@H]1C[C@H]2c3cc(NC(=O)c4cccnc4)ccc3O[C@H]2[C@@H](CO)O1)NCc1ccccc1,-1,-2,-5,-1,1,-5,5,-2
COc1cccc(C(=O)Oc2ccccc2/C=C\C(=O)c2cc3ccccc3o2)c1,9,2,3,-51,-30,-137,/,3
CC(C)N1CCN(Cc2nc3c(s2)CCCC3)CC1CCO (stereo not drawn),-6,/,-1,11,0,-4,/,/
CCOC(=O)C1CCN(S(=O)(=O)c2c(C)[nH]c(C)c2C(=O)N2CCCCC2)CC1,-2,-3,-6,-9,11,-1,-1,-2
O=C(c1cccnc1)N1CCN(S(=O)(=O)c2cccc(Cl)c2)CC1,-3,/,3,4,/,3,/,3
O=C(NC(=S)Nc1cnc2ccccc2c1)c1ccccc1,-6,2,-6,-105,/,-189,/,0
CCOC(=O)c1cc(-c2ccc3c(c2)OCCO3)nc2c1c(C)nn2CCC#N,-10,-1,/,/,-10,/,-13,1
COc1ccc(NC(=O)Nc2ccc3c(c2)C(=O)N([C@@H](C)CO)C[C@@H](C)[C@@H](CN(C)C(=O)NC2CCCCC2)OCCCC[C@@H](C)O3)cc1,10,2,3,8,5,19,/,0
CC(=O)NCCc1nc2ccccc2n1CCc1ccccc1,-8,/,3,4,5,4,/,/
C[C@H](CO)N1C[C@H](C)[C@@H](CN(C)Cc2ccc(-c3ccccc3)cc2)Oc2ccc(NC(=O)Nc3ccc(F)cc3)cc2CC1=O,8,-2,-6,31,5,/,-28,-4
O=C1NCC(=O)N2[C@@H]1C[C@@H](C(=O)NCc1ccc(F)cc1)[C@H]2c1cccc(OCCO)c1,-18,0,/,/,/,-9,/,0
COc1ccccc1CNS(=O)(=O)c1ccc2c(c1)CCCN2C(C)=O,-1,1,47,8,/,-15,5,1

# A section taken from the entries so far:
SMILES,ARNT-TACC3 inh,PglD inh,INS-1E GSIS act,LGR2 antag,PGC1a acetyl inh,PAX8 reporter,C2C12 statin,Cneo AK release
C[C@@H]1CN([C@H](C)CO)C(=O)c2cccc(NS(=O)(=O)c3cccs3)c2O[C@@H]1CN(C)C(=O)NC1CCCCC1,-5,0,0,-11,-13,/,-1,-3
Cc1ccc(-c2oc3ncnc(N)c3c2-c2ccc(C)cc2)cc1,-1,-3,23,11,-1,/,-143,1
CCOC(=O)N1CCc2c(sc3ncn(C)c(=O)c23)C1,6,/,28,-8,/,8,/,/
O=C(C[C@@H]1C[C@H]2c3cc(NC(=O)c4cccnc4)ccc3O[C@H]2[C@@H](CO)O1)NCc1ccccc1,-1,-2,-5,-1,1,-5,5,-2
COc1cccc(C(=O)Oc2ccccc2/C=C\C(=O)c2cc3ccccc3o2)c1,9,2,3,-51,-30,-137,/,3
CC(C)N1CCN(Cc2nc3c(s2)CCCC3)CC1CCO (stereo not drawn),-6,/,-1,11,0,-4,/,/
CCOC(=O)C1CCN(S(=O)(=O)c2c(C)[nH]c(C)c2C(=O)N2CCCCC2)CC1,-2,-3,-6,-9,11,-1,-1,-2
O=C(c1cccnc1)N1CCN(S(=O)(=O)c2cccc(Cl)c2)CC1,-3,/,3,4,/,3,/,3
O=C(NC(=S)Nc1cnc2ccccc2c1)c1ccccc1,-6,2,-6,-105,/,-189,/,0

# Additional structures
SMILES,ARNT-TACC3 inh,PglD inh,INS-1E GSIS act,LGR2 antag,PGC1a acetyl inh,PAX8 reporter,C2C12 statin,Cneo AK release
c1ccc(C2C3=C(Nc4ncnn42)c2ccccc2CCC3)cc1 (stereo not drawn),21,-4,/,/,1,/,/,0
C[C@H](CO)N1C[C@H](C)[C@H](CN(C)Cc2cccnc2)Oc2ncc(-c3ccc(C#N)cc3)cc2C1=O,-2,5,3,12,-6,/,-15,0
Cc1cc(C)c(NC(=O)Nc2ccccc2)c(Cl)c1,-3,/,60,-16,/,10,/,/
O=C(COC(=O)c1ccccc1O)Nc1cccc(S(=O)(=O)N2CCCC2)c1,3,-2,-7,4,10,2,-6,0
O=C(CN1N=C(c2ccccc2)CCC1=O)NCCCN1CCc2ccccc2C1,3,2,9,5,10,6,/,3
COc1ccc(-n2ncc3c(NCCCN4CCOCC4)ncnc32)cc1,1,0,10,-18,-7,/,-1,-1
CCOc1cccc(=O)c2c(C)n(Cc3ccco3)c(C)c12,5,-7,/,/,17,6,7,0
O=[N+]([O-])c1[nH]cnc1/C=C/c1ccccc1,-5,-3,3,-19,-8,-9,3,4
Cc1nnc(SCC(=O)N/N=C/c2cc(Cl)c(O)c(Cl)c2)s1,0,1,2,7,/,9,/,2
CCCc1c(C(=O)Nc2ccc(OC)cc2)cnn1-c1ccccc1,-12,3,6,-24,4,7,-8,8
COc1ccc(NC(=O)Nc2ccc3c(c2)C(=O)N([C@@H](C)CO)C[C@@H](C)[C@@H](CN(C)Cc2ccncc2)O3)cc1,7,-5,4,-14,3,-6,-1,-1
O=C(CC1CCCCC1)Nc1ccccc1-c1ccccc1,-3,/,-6,/,4,-17,/,/

# High-throughput results: PubChem, Broad Institute
